Compound activity: PubChem BioAssay, National Center for Advancing Translational Sciences (NCATS)
FEN1 inhibitor: inhibitors of human flap endonuclease 1 | P39748 | 390,000 tested, 0.35% active | Recombinant FEN1 flap cleavage, fluorescence, 15 min | Potency, µM (highest dose often 114 µM), without a hit: at the highest dose activity change, negative = inhibition, usual class: inhibitors; further: nearly all actives have a fitted effect of over 65% in size
Target sequence (P39748 whole entry, looked up): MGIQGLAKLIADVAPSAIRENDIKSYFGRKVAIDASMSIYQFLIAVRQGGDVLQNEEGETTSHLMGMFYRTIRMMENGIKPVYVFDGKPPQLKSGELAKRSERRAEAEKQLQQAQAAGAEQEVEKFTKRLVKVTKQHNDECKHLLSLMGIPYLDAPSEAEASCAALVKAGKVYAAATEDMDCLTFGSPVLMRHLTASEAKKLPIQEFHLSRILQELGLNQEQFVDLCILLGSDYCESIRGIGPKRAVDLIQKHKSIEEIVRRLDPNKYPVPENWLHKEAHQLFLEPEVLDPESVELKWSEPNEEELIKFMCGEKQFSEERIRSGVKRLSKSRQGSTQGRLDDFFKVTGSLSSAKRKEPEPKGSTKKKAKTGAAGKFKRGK
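Read-out was taken twice, immediately and after 15 min, following addition of 50 nM substrate to 10 nM FEN1 that had sat with test compound for 15 min at room temperature. Curves came from a four-parameter Hill model.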
N370S GC mod: inhibitors or activators of N370S glucocerebrosidase for Gaucher disease. P04062. N370S GC spleen homogenate, 4MU-glucoside fluorescence. Potency, µM (highest dose often 59.4 µM), for the others: top-dose activity change, negative = inhibition, hits mostly inhibitors. 330,000 tested, 0.092% active. AID 2101;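 further: 0% = full enzyme activity and -100% = no enzyme basal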
TDP1 block: inhibitors of human tyrosyl-DNA phosphodiesterase TDP1 | Q9NUW8 | recombinant TDP1, AlphaScreen DNA substrate cleavage | Potency, µM (doses to about 130 µM), inactives show top-dose activity change, negative = inhibition, most hits filed as inhibitors | 350,000 tested, 0.28% active; further: nearly all actives have a fitted effect of over 40% in size
Target sequence (Q9NUW8 whole entry, looked up): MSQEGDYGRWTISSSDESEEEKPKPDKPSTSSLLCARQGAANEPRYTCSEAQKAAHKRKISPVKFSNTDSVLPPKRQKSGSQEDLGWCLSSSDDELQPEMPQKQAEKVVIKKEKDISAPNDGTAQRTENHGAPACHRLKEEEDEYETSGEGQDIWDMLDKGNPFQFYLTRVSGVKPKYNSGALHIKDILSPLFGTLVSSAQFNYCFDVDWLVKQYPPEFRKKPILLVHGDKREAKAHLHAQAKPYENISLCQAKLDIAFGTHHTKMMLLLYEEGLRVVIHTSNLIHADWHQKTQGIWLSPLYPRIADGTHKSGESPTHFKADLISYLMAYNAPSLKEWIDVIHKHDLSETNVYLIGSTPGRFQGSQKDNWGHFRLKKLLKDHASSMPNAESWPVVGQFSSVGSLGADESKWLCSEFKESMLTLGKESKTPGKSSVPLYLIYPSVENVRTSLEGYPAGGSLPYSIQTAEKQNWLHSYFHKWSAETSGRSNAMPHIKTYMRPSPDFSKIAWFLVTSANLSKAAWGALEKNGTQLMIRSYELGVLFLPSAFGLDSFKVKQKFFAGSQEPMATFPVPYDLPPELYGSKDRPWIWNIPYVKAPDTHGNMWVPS
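Signal: AlphaScreen proximity between streptavidin donor and anti-FITC acceptor beads on intact substrate. Reaction: Tdp1 1 nM, substrate 15 nM final, 5 min RT after 15 min compound preincubation.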
The depositor's hits bear a star; ? = inconclusive; . = not tested or not shown; & = joins results of further samples; [ ] = remark or other dose. The call rests on the fitted dose curve; in most records, active means well fitted curve in the direction sought with a large enough effect; inconclusive means small, poorly fitted or top-dose-only effect, or another doubt; inactive means no such curve, though single readings can be large; an effect the other way counts as inactive or inconclusive. Unless noted, on the % scale 0 is the no-effect control and ±100 the full control effect; potency means the concentration at half of the fitted maximal effect. Random draw from the library; 0.57% or so of the library scored in one or more.

FEN1 inhibitor,N370S GC mod,TDP1 block,Compound
-4%,9%,8%,CCOC(=O)C1=C(C)N(C)C(=O)NC1c1c(C)nn(-c2ccc(C)cc2)c1Cl (configuration not stated)
-5%,-1%,-4%,S=C1NCCOCCOCCOCCN1
-5%,4%,3%,Fc1ccc(C(c2nnnn2Cc2ccccc2)N2CCSCC2)cc1 (configuration not stated)
6%,.,5%,O=C(CNS(=O)(=O)c1cccs1)N1CCN(c2cccc(C(F)(F)F)c2)CC1
2%,0%,2%,COCCCNC(=O)COc1ccc(Br)cc1Cl
.,4%,-1%,Cn1c(SCC(=O)N=Nc2c(O)[nH]c3ccccc23)nc2ccccc21
-5%,4%,3%,O=C(NNC(=O)C1CCCN(c2ncccn2)C1)c1ccc(F)cc1 (configuration not stated)
5%,-7%,.,CC(=O)c1ccc(OCC(O)CN2CCc3ccccc3C2)cc1 (configuration not stated)
-3%,11%,3%,O=C(CNS(=O)(=O)c1ccccc1)NCC(=O)OCc1ccccc1F
-20%,17%,0%,O=C(Nc1cc(SCC(O)CO)cc([N+](=O)[O-])c1)c1ccc(-n2cnnn2)cc1 (configuration not stated)
1%,0%,-9%,Cc1ccccc1NC(=O)COC(=O)COc1ccc2c(c1)CCC2
-6%,-9%,-1%,CSc1cccc(CNC(=O)CC2C(=O)NCCN2CC(C)(C)C)c1 (configuration not stated)
4%,-12%,0%,CS(=O)(=O)Nc1ccc(C(=O)N2CCc3ccccc3C2)cc1
-13%,4%,1%,O=C(Oc1ccccc1Cl)c1ccccc1P(=O)(O)O
4%,4%,9%,COc1ccccc1NC(=S)NNC(=O)c1ccccc1Br
-24%,.,5%,Cc1ccc(CSCCC(=O)N2CCN(c3ccc(F)cc3)CC2)cc1
2%,-2%,4%,CN(C)CCNC(=O)Cn1nc(C(F)F)cc1C1CC1
-14%,.,1%,Cc1ccc(CN(Cc2ccco2)C(=O)COc2c(C)cc(C)cc2C)cc1
-6%,0%,.,O=C(Nc1ccccc1C(=O)Nc1ccc(Cl)cc1)c1cccnc1
-3%,3%,6%,COc1ccccc1NC(=S)NC(=O)/C=C/c1cccs1
8%,.,0%,Cc1cc(C)cc(NC(=O)N2CCC(CN3CCc4ccccc4C3)CC2)c1
-6%,8%,1%,CC1(C)CC(NC(=O)c2ccccc2C(=O)NC2CC(C)(C)NC(C)(C)C2)CC(C)(C)N1
?,1%,8%,O=C(OC(C(=O)NCc1cccs1)c1ccccc1Cl)c1ccco1 (configuration not stated)
-6%,.,-5%,Cc1cc(C)cc(NC(=O)COc2cccc3c(=O)n(C)ccc23)c1
9%,-1%,6%,C/C(Cc1ccccc1)=N\NC(=O)CNC(=O)c1ccc(Cl)cc1
-5%,0%,4%,O=C(CN1C(=O)c2ccccc2S1(=O)=O)NCCSCc1c(F)cccc1Cl
6%,.,0%,Cc1cc(NC(=O)COc2ccc([N+](=O)[O-])cc2)no1
-2%,7%,0%,O=C(NCCc1ccccn1)C1CC(=O)N(Cc2ccccc2Cl)C1 (configuration not stated)
?,-28%,.,CCC(=O)Nc1nc(C)c(-c2csc(Nc3cccc(O)c3)n2)s1
-13%,-3%,.,CC(=O)Nc1cccc(NC(=O)CCNC(=O)c2ccc(Cl)cc2)c1
7%,.,0%,COc1ccc(S(=O)(=O)Nc2cccc3c2O[C@H](CN(C)S(=O)(=O)c2cccs2)[C@@H](C)CN([C@H](C)CO)C3=O)cc1
-1%,4%,5%,CN(C(=O)CSc1ncnc2sc(-c3ccccc3)cc12)C1CCS(=O)(=O)C1 (configuration not stated)
-1%,15%,4%,Cc1ccccc1CSc1ccc2nnc(-c3ccccn3)n2n1
-12%,1%,.,CCc1cc(=O)oc2cc(OC(C)C(=O)NCC3CCC(C(=O)O)CC3)c(Cl)cc12 (configuration not stated)
-22%,.,5%,Cc1cc(C)c(CSc2nnc(C)n3c2cc2occc23)c(C)c1
-11%,.,2%,CNC[C@@H]1Oc2ccc(NS(=O)(=O)c3ccc(OC)cc3)cc2CC(=O)N([C@H](C)CO)C[C@@H]1C
3%,11%,6%,Cc1nnc(SCCOc2ccccc2)s1
-2%,6%,0%,COc1ccc(N2CCN(C(=O)CSc3nc(C)cs3)CC2)cc1
.,7%,-1%,Oc1ccccc1-c1cc(C(F)(F)F)[nH]n1
-1%,.,2%,COc1ccc(C(=O)O)cc1S(=O)(=O)Nc1ccc(N2CCCCC2)cc1
-1%,-9%,0%,CCCCCn1cnnc1SCC(=O)c1c(N)n(C2CC2)c(=O)[nH]c1=O
-4%,7%,3%,OCC[C@H]1C[C@@H](O)[C@H](O)[C@]2(CCCc3ccccc3O2)O1
-2%,2%,-5%,C=CCn1c(SCC(=O)N2CCCC2)nc2cc(C(=O)NCC3CCCO3)ccc2c1=O (configuration not stated)
1%,3%,2%,CCc1ccccc1NC(=O)NC1CC2CCC(C1)N2Cc1ccco1 (configuration not stated)
-3%,.,7%,Cc1cc(C)c2c(NC(=O)c3ccccc3Cl)c(C(=O)Nc3ccc(C)c(C)c3)sc2n1
-14%,30%,2%,O=C1CCC(/C=C/c2ccccc2)=NN1Cc1ccccc1
3%,-9%,-2%,CC(CCc1ccccc1)NC(=O)Cc1cccs1 (configuration not stated)
-4%,-12%,1%,OC1(c2ccc(Br)cc2)CCNCC1
4%,-3%,5%,COc1ccc(NC(=O)CN(C)S(=O)(=O)c2ccc(C)cc2)c([N+](=O)[O-])c1
3%,9%,0%,CC(C)NC(=O)COc1ncnc2sccc12
-32%,?,0%&4%&3%,CCCCC[C@H](O)/C=C/[C@@H]1[C@@H](C/C=C\CCCC(=O)O)[C@@H](O)C[C@H]1O
1%,28%,-3%,Cc1nc2ccc(NC(=O)Cc3ccccc3F)cc2s1
-13%,3%,.,CC(=O)c1cn(CC(=O)Nc2ccccc2Cl)c2ccccc12
-1%,3%,1%,Cc1cnc(C(=O)OCC(=O)NC23CC4CC(CC(C4)C2)C3)cn1
-11%,-8%,0%,C=CCNC(=O)N1CCC(n2nccc2NC(=O)CCc2ccccc2)CC1
-1%,2%,-2%,Cc1ccc(C(=O)Nc2ccc(Cl)cc2C(F)(F)F)c(Cl)c1
.,0%[12.8 µM],16%[12.3 µM],COC(=O)N1C2CC3(C)CC(=O)CC1(C)C3c1ccccc12 (configuration not stated)
-10%,.,0%,C/C(=N\NC(=O)c1ccc(-n2cnnn2)cc1)c1ccc(C)cc1
-1%,1%,2%,CSc1ncccc1C(=O)NCCc1ccccc1
-6%,4%,0%,COc1ccc(-c2csc(/C=C/c3ccc4c(c3)OCO4)n2)cc1OC

More entries follow.
FEN1 inhibitor,N370S GC mod,TDP1 block,Compound
8%,.,-3%,Cc1ccc(-n2c(=O)c3cccnc3n2CC(=O)Nc2ccccc2C(F)(F)F)cc1C
4%,5%,2%,O=S(=O)(c1ccc(OCC(O)CN2CCc3ccccc3C2)cc1)N1CCOCC1 (configuration not stated)
1%,29%,-2%,O=c1c(/C=C(\O)c2ccc(F)cc2)nc2ccccc2n1-c1ccccc1
1%,3%,-3%,CC(Nc1ccc2c(c1)OCCO2)C(=O)Nc1ccc2c(c1)OCO2 (configuration not stated)
4%,2%,0%,C1CN(CC2CCN(c3nc4nonc4nc3N3CCSCC3)CC2)CCO1
-17%,2%,3%,COc1ccc(OC)c(NC(=O)C2CC(=O)N(c3ccc(Br)cc3)C2)c1 (configuration not stated)
?,12%,-9%,CCOc1cc(/C=N/NC(N)=S)cc(Br)c1OCc1ccccc1C
6%,4%,0%,CC(C)CNC(=O)COC(=O)c1n[nH]c2ccccc12
2%,.,-5%,Cc1cc(C)c2c(n1)SCC(=O)N2CC(=O)Nc1ccccc1C
0%,-1%,.,CN(C)/C=C(\C#N)C(=O)Nc1ccc(F)c(Cl)c1
10%,.,3%,COCCNC(=O)c1ccc2c(c1)N(Cc1cc(C)ccc1C)C(=O)c1ccccc1S2=O (configuration not stated)
6%,-28%,5%,COc1ccc(C(C)=O)cc1CSc1nnc(Nc2ccccc2C)s1
5%,-14%,.,O=C(/C=C/c1ccccc1)N(Cc1cccc(Cl)c1)C1CCS(=O)(=O)C1 (configuration not stated)
4%,-1%,3%,Cn1c(=O)c2c(nc(SCCN3CCCCC3)n2Cc2ccccc2)n(C)c1=O
0%,-13%,-3%,Cc1ccccc1-c1cc(C(=O)O)nn1CC1CC(c2cccc([N+](=O)[O-])c2)=NO1 (configuration not stated)
-11%,-12%,8%,C=CCN(C(=O)c1csnn1)C(C(=O)NC1CCCCC1)c1ccc(F)cc1 (configuration not stated)
6%,1%,.,CCN(CC(=O)N1CCCC1)S(=O)(=O)c1cc(C)ccc1OC
2%,-32%,2%,Cc1ccc(CNC(=O)C(=O)NCC2OCCN2S(=O)(=O)c2ccc(C)cc2)cc1 (configuration not stated)
8%,8%,5%,CCc1nc2ccccc2n1CC1CC1(Cl)Cl (configuration not stated)
3%,1%,.,CC(C)[C@H](NC(=O)Cc1ccccc1)C(=O)OCc1cc(=O)n2c(n1)sc1ccccc12
0%,29%,-3%,CCOC(=O)N1CCN(S(=O)(=O)c2ccc(C)c([N+](=O)[O-])c2)CC1
-8%,1%,4%,CCOc1ccc(C(=O)NCCCn2ccnc2)cc1
0%,-3%,1%,COCCC(=O)N1CCC(Oc2ccc(C(=O)NCc3cc(C)n(C)n3)cc2)CC1
-1%,7%,5%,CC(C)C(NC(=O)c1ccccc1F)C(=O)Nc1ccc2c(c1)OCO2 (configuration not stated)
1%,.,5%,CCOC(=O)c1c(NC(=O)c2ccc(S(=O)(=O)N3CCC(C)CC3)cc2)sc2c1CCN(C)C2
?,.,?,COc1cccc(C(=O)OCC(=O)Nc2sc3c(c2C(N)=O)CCC3)c1O
1%,1%,6%,CCNC(=O)Cc1ccc(NS(=O)(=O)c2ccc(F)cc2)cc1
1%,0%,7%,Brc1cccc(OCCCCn2cncn2)c1
1%,-9%,5%,Cc1ccc(NC(=S)N2CCC(NC(=O)C3CCCCC3)CC2)cc1C
-6%,1%,.,N#CCNc1ccc([N+](=O)[O-])cc1C#N

By substructure, the compounds so far with a furan ring, fused or not (4)
FEN1 inhibitor,N370S GC mod,TDP1 block,Compound
-14%,.,1%,Cc1ccc(CN(Cc2ccco2)C(=O)COc2c(C)cc(C)cc2C)cc1
?,1%,8%,O=C(OC(C(=O)NCc1cccs1)c1ccccc1Cl)c1ccco1 (configuration not stated)
-22%,.,5%,Cc1cc(C)c(CSc2nnc(C)n3c2cc2occc23)c(C)c1
1%,3%,2%,CCc1ccccc1NC(=O)NC1CC2CCC(C1)N2Cc1ccco1 (configuration not stated)

Next part:
FEN1 inhibitor,N370S GC mod,TDP1 block,Compound
2%,.,2%,COc1ccc(CCC(=O)Nc2ccc(N3CCOCC3)cc2)cc1
-4%,16%,1%,Cc1ccc(-n2ncc3c(NCc4ccco4)ncnc32)cc1C
-16%,.,-4%[56.1 µM],COc1ccccc1NC(=O)c1cccc(S(=O)(=O)N2CCN(c3ccccc3)CC2)c1
1%,-12%,-2%,O=C(O)C1C2CCC(C2)C1C(=O)N1CCCC1 (configuration not stated)
-5%,?,-3%,CN(CCO)S(=O)(=O)c1ccc2c(c1)C(=NO)c1cc(S(=O)(=O)N(C)CCO)ccc1-2
2%,5%,6%,S=c1[nH]nc(-c2ccc(Br)cc2)n1Cc1ccccc1
-6%,24%,3%,O=[N+]([O-])c1cc(-c2nnc(N3CCOCC3)c3ccccc23)ccc1N1CCOCC1
10%,.,0%[56.1 µM],Nc1ncnc2c1ncn2[C@@H]1O[C@H](CNC(=O)[C@@H](N)COCc2ccccc2)[C@@H](O)[C@H]1O
10%,.,0%,COc1ccc(C(C)=O)cc1COC(=O)C1CCN(C(=O)c2ccc(Cl)cc2)CC1
7%,-4%,-2%,N#Cc1c(-c2ccco2)cc(C2CC2)nc1N

Given with bars between the fields: part of the list above
structure | FEN1 inhibitor | N370S GC mod | TDP1 block
C/C(Cc1ccccc1)=N\NC(=O)CNC(=O)c1ccc(Cl)cc1 | 9% | -1% | 6%
O=C(CNS(=O)(=O)c1ccccc1)NCC(=O)OCc1ccccc1F | -3% | 11% | 3%
S=c1[nH]nc(-c2ccc(Br)cc2)n1Cc1ccccc1 | 2% | 5% | 6%
CC(CCc1ccccc1)NC(=O)Cc1cccs1 (configuration not stated) | 3% | -9% | -2%
C1CN(CC2CCN(c3nc4nonc4nc3N3CCSCC3)CC2)CCO1 | 4% | 2% | 0%
CSc1ncccc1C(=O)NCCc1ccccc1 | -1% | 1% | 2%
